Screening results: PubChem, Johns Hopkins Ion Channel Center
hERG protect: hERG rescue from dofetilide block, primary screen, cell-based, CHO-hERG, FluxOR thallium flux, dofetilide IC70 | 310,000 compounds, 0.51% hits | Voltage-gated inwardly rectifying potassium channel KCNH2 (Homo sapiens), Q12809 | AID 1511, 2009 | dofetilide IC70 present | activation (rescue from dofetilide block), less the hit threshold, % at 10 µM;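 active = activation above the mean of controls blocked by dofetilide plus 5 SD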;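 note: thallium influx through hERG after potassium depolarization seen as dye fluorescence rise; in these data hits start at about 4.7%; inactives centre near -7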
KCNK3 block: human KCNK3 channel inhibitors, primary screen, CHO cells, FluxOR thallium flux, B-score. FluxOR fluorescence; stronger effect = lower value. Potassium channel subfamily K member 3 (Homo sapiens), O14649. B-score at 10 µM. 340,000 compounds, 0.84% hits;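 active = B-score under library mean minus 4 SD, starting fluorescence ratio at most library mean plus 5 SD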;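 note: more negative B-score means stronger inhibition of thallium flux through KCNK3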
KCNK9 block: KCNK9 potassium channel inhibitors, primary screen, HEK293 cells, thallium flux; FluxOR thallium flux fluorescence; stronger effect = lower value; AID 488922, 2010; 310,000 compounds, 1.2% hits; B-score at 10 µM;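 active = ratio B-score over 3 SD below the library mean, with starting fluorescence within 5 SD of its mean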;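 note: negative B-score means less thallium flux so channel inhibition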
Target sequence (Q9NPC2 whole entry, looked up): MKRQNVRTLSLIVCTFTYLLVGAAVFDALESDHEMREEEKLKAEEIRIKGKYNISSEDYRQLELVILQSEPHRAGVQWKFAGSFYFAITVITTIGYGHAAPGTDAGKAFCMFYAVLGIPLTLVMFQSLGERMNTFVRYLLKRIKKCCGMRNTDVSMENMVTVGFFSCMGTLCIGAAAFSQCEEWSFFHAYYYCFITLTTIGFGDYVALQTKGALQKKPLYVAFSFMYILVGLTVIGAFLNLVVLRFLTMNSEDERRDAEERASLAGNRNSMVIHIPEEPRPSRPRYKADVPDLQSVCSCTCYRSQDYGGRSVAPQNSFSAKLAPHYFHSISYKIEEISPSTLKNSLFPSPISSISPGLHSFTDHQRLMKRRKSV
MrgX1 agonist: agonists of human MrgX1 receptor, primary screen, HEK293 cells, Fluo-4 calcium flux; Fluo-4 calcium fluorescence, agonist mode; stronger effect = higher value; B-score at 10 µM; 310,000 compounds, 0.44% hits; AID 588627, 2011;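 active = calcium response B-score plate-corrected fluorescence ratio at least 3 library SD, with starting fluorescence B-score inside 5 SD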
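Test system: Stable human MrgX1 HEK293 cell line | Schedule: Overnight plating before 1 h dye loading | Read-out basis: Baseline-normalised fluorescence change ratio, B-scored | Detection: Kinetic calcium dye fluorescence, Fluo-4 NW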
ANO1 activ: TMEM16A chloride channel activators or potentiators, primary screen, cell-based, HTS | HEK293 TMEM16A/YFP-H148Q/I152L, iodide quench fluorescence; stronger effect = lower value | Anoctamin-1 (Mus musculus), Q8BHY3 | 340,000 compounds, 0.3% hits | AID 623877, 2012 | B-score at 10 µM;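 active = fluorescence-ratio B-score plate-corrected deviation score at least 3 library SD below zero, with starting fluorescence score within 5 deviations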;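 note: channel opened by trigger with iodide after compound preincubation; score built on the fluorescence ratio of max minus min over baseline; more negative score means more quench and so TMEM16A activation or potentiation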
KCNQ1 act: potentiators or activators of KCNQ1 channel, primary screen, cell-based, thallium flux, high-throughput; CHO-K1 KCNQ1, thallium flux FluxOR fluorescence; stronger effect = higher value; B-score at 10 µM; 310,000 compounds, 0.35% hits;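 active = fluorescence ratio B-score, a plate-corrected score, at least three library SD, with initial intensity B-score within 5 SD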
Target sequence (P51787 whole entry, looked up): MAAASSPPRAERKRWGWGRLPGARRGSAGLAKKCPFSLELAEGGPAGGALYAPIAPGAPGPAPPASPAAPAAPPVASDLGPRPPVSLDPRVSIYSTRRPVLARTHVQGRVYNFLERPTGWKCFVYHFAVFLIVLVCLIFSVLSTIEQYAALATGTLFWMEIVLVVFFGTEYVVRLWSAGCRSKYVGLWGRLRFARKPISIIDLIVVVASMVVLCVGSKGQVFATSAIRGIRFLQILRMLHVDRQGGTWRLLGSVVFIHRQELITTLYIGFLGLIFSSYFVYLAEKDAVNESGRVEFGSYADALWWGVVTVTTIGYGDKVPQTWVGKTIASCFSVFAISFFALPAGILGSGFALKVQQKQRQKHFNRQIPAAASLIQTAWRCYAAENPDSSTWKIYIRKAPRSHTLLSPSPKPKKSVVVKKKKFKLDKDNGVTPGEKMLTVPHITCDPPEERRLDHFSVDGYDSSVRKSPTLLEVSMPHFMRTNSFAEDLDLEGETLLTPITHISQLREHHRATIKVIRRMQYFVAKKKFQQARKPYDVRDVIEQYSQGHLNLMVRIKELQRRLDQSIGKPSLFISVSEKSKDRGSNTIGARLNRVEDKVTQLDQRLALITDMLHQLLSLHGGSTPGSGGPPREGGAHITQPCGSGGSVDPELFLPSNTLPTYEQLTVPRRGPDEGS
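Assay system: CHO-K1 cells stably expressing KCNQ1; Medium: assay buffer with matched DMSO; Also added: K+/Tl+ depolarizing stimulus; Dosing: single dose; Timing: dye 90 min, compound 20 min, room temperature; Measured by: kinetic FluxOR thallium fluorescence, 10-s 1-Hz baseline, 110-s post-stimulus read; Read-out: peak-minus-minimum fluorescence over initial fluorescence, negative-control normalized, B-scored.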
TMEM16A inh: TMEM16A chloride channel inhibitors, primary screen, cell-based, HTS | Anoctamin-1 (Mus musculus), Q8BHY3 | HEK293 TMEM16A/YFP iodide influx fluorescence, ionomycin | normalized B-score (activity score, 25-100; higher = stronger inhibition) at 10 µM | 310,000 compounds, 1.2% hits | AID 588511, 2011;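 active = ratio plate-corrected score three or more library SD toward inhibition, starting fluorescence score within five deviations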;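 note: score derived from kinetic fluorescence span divided by baseline fluorescence per well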
RGS4 pot: RGS4 potentiators or activators, primary screen, cell-based, HEK293 M3R inducible RGS4, calcium flux; B-score at 10 µM; 310,000 compounds, 0.92% hits; carbachol calcium flux Fluo4; stronger effect = lower value; AID 463111, 2010;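 active = B-score of the integrated calcium signal more than 4 SD below the library mean, with starting fluorescence not abnormally high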;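 note: negative B-score means reduced calcium response which marks RGS4 activation or potentiation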
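Reagent: ECmax carbachol challenge; Test system: M3R-expressing HEK293 line, RGS4 induced by doxycycline; Schedule: overnight RGS4 induction, 30 min dye load 37 °C, 20 min compound RT; Detection: calcium dye Fluo4 fluorescence; Read-out: Agonist-evoked peak-minus-minimum fluorescence over baseline, integrated ratio, B score.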
MrgX1 allo act: positive allosteric modulators of MrgX1, primary screen, HEK293 cells, Fluo-4 calcium flux. FDSS; stronger effect = higher value. AID 588675, 2011. Mas-related G-protein coupled receptor member X1 (Homo sapiens), Q96LB2. 310,000 compounds, 0.63% hits. B-score at 10 µM;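 active = plate-corrected calcium response at least 3 library SD above typical, normal starting fluorescence, not activating the receptor alone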;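 note: compound read alongside a low EC10 to EC30 dose of BAM8-22 agonist; peak minus trough fluorescence over baseline measured at the second addition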
KCNQ1 inh: inhibitors of human KCNQ1 channel, primary screen, cell-based, thallium flux, high-throughput; Potassium voltage-gated channel subfamily KQT member 1 (Homo sapiens), P51787; CHO-K1 KCNQ1, FluxOR thallium flux fluorescence; stronger effect = higher value; B-score at 10 µM; 310,000 compounds, 1.3% hits; AID 2642, 2010;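 active = compounds whose thallium flux B-score, printed positive for inhibition, exceeds three library SD while starting fluorescence stays within three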;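 note: channel opened by potassium depolarization with thallium stimulus after 20 min compound exposure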
RGS4 inh: RGS4 inhibitors, primary screen, cell-based, HEK293 M3R inducible RGS4, calcium flux. Regulator of G-protein signaling 4 (Homo sapiens), P49798. Fluo-4 calcium flux; stronger effect = higher value; triggered by carbachol at its EC20. B-score at 10 µM. 310,000 compounds, 0.45% hits. AID 463165, 2010;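 active = B-score, a plate-corrected calcium signal, over three deviations above library mean, with baseline fluorescence within five deviations of library mean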;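 note: RGS4 expression induced by doxycycline in cells with stable M3 receptor; B-score is computed from the integrated fluorescence ratio over baseline after carbachol; higher B-score means a larger calcium signal and so more RGS4 inhibition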
* hit, by the source's call; i = inactive; nt = no result given.

| Structure | hERG protect | KCNK3 block | KCNK9 block | MrgX1 agonist | ANO1 activ | KCNQ1 act | TMEM16A inh | RGS4 pot | MrgX1 allo act | KCNQ1 inh | RGS4 inh |
| --- | --- | --- | --- | --- | --- | --- | --- | --- | --- | --- | --- |
| CSc1nsc(NC(=O)Cc2ccccc2)n1 | -6.1 | i | i | i | i | i | i | i | i | i | i |
| O=C(Nc1ccc(CN2CCS(=O)(=O)CC2)cc1)c1ccc(C(F)(F)F)cc1 | -5.0 | i | i | i | i | i | i | i | i | i | i |
| c1coc(CNc2ncnc3ccccc23)c1 | -9.3 | i | i | i | i | i | i | i | i | i | i |
| CC(Sc1nnc(-c2ccco2)o1)C(=O)NCCC1=CCCCC1 (centres undefined) | -4.1 | i | i | i | i | i | i | i | i | i | i |
| Cc1csc(C(=O)NN)c1N(C)C | -8.7 | i | i | i | i | i | i | i | i | i | i |
| O=C(NCCNC(=O)c1ccccc1F)c1ccco1 | -8.9 | i | i | i | i | i | i | i | i | i | i |
| CC(c1nccs1)N(C)c1nc2nonc2nc1NC1CC1 (centres undefined) | -17.0 | i | i | i | i | i | i | i | i | i | i |
| COc1ccc(CN2CN(S(=O)(=O)c3cccs3)c3nc4ccccc4nc32)cc1 | -7.0 | i | i | i | i | i | i | i | i | i | i |
| COC(=O)c1sc2cc(C(F)(F)F)cnc2c1-c1ccccc1 | -10.7 | i | i | i | i | i | i | i | i | i | i |
| CCOC(=O)c1sc(NC(=O)C2C3C=CC(C3)C2C(=O)O)nc1C (centres undefined) | -7.1 | i | i | i | i | i | i | i | i | i | i |
| Cc1cc(S(=O)(=O)N2CCN(c3ccccc3O)CC2)c(C)s1 | -7.8 | i | i | i | i | i | i | i | i | i | i |
| Cc1ccc(Cn2c(=N)n(CC(O)c3ccco3)c3ccccc32)cc1 (centres undefined) | -7.4 | i | i | i | i | i | i | i | i | i | i |
| CNC(=O)c1c(Br)cnn1-c1ccc(C)cc1 | -6.6 | i | i | i | i | i | i | i | i | i | i |
| Cc1ccc(-n2nc(C)c(/C=N/NC(=O)c3cccs3)c2Cl)cc1 | -10.9 | i | i | i | i | i | i | i | i | i | i |
| Cc1cc(=O)[nH]c(SCC(=O)NCc2ccco2)n1 | -7.4 | i | i | i | i | i | i | i | i | i | i |
| CCn1c(SCC(=O)OC)nc2sc3c(c2c1=O)CCC3 | -2.7 | i | i | i | i | i | i | i | i | i | i |
| CCOc1ccc(C(CC(=O)O)NC(=O)COc2ccccc2)cc1 (centres undefined) | -6.5 | i | i | i | i | i | i | -7.76* | i | i | i |
| COc1cccc(C(=O)NC(C)c2ccc(-c3ccccc3)cc2)c1OC (centres undefined) | -8.0 | i | i | i | i | i | 25* | i | i | i | i |
| N#Cc1cccc(NC(=O)COC(=O)c2ccccc2C(=O)c2ccc(Cl)c([N+](=O)[O-])c2)c1 | -11.4 | -11.8* | i | i | i | i | i | i | i | i | i |
| COc1ccc(-c2cn(CCO)c(-c3ccncc3)n2)cc1 | nt | i | nt | i | i | nt | i | nt | i | nt | nt |
| Cn1c(COc2ccccc2)nnc1SCCN1CCOCC1 | -4.0 | i | i | i | i | i | i | i | i | i | i |
| O=C(CSc1nc(C2CCCCC2)nc2ccccc12)N1CCCC1 | -14.9 | i | i | i | i | i | i | i | i | i | i |
| COc1cccc(N2CCN(C(=S)Nc3ccccc3)CC2)c1 | -8.3 | i | i | i | i | i | i | i | i | i | i |
| CCNC(=O)c1c(O)c2ccccc2[nH]c1=O | -5.2 | i | i | i | i | i | i | i | i | i | i |
| O=C(NCCN1CCOCC1)c1ccc(CS(=O)(=O)c2c(Cl)cccc2Cl)o1 | nt | i | nt | i | i | nt | i | nt | i | nt | nt |
| O=C1CC2(CCN(C(=O)c3cccc([N+](=O)[O-])c3)CC2)Oc2ccccc21 | -5.6 | i | i | i | i | i | i | i | i | i | i |
| COc1ccc(CNC(=O)c2cc(-c3ccccc3OC)on2)cc1 | -6.4 | i | i | i | i | i | i | i | i | i | i |
| Cn1c(/C(C#N)=C/Nc2ccccn2)nc2ccccc21 | -15.7 | i | i | i | i | i | i | i | i | i | i |
| Cc1ccc(-c2nc(C#N)c(N3CCC(C)CC3)o2)cc1 | -5.8 | i | i | i | nt | i | i | i | i | i | i |
| CC(C)c1ccc(-c2c(C#N)c(N)nc(SCC(=O)N3CCCCCC3)c2C#N)cc1 | -4.6 | nt | i | i | nt | i | i | i | i | i | i |
| CCCCc1nc2ccc(S(=O)(=O)O)cc2[nH]1 | -14.0 | i | i | i | i | i | i | i | i | i | i |
| CCC(C)Nc1nc(N)c([N+](=O)[O-])c(NCc2ccccc2)n1 (centres undefined) | -1.8 | i | i | i | i | i | i | i | i | i | i |
| COc1ccc2cc(C(c3nnnn3C3CCCC3)N3CCOCC3)c3nnnn3c2c1 (centres undefined) | -6.8 | i | i | i | i | i | i | i | i | i | i |
| CCCCCOc1ccccc1C(=O)NCCCCCC(=O)O | -13.2 | i | i | i | i | i | i | i | i | i | i |
| Cc1ccc(N2C(=O)[C@@H]3[C@H](C2=O)[C@H]2C=CC=NN2[C@@H]3C(=O)Nc2ccc(Cl)cc2)cc1 | -8.8 | i | i | i | i | i | i | i | i | i | i |
| CCCCn1c(N)c(N(CC(C)C)C(=O)CSCc2cccc(C)c2)c(=O)[nH]c1=O | -20.1 | i | i | i | i | i | i | i | i | i | i |
| CCOc1cc(CNCCO)ccc1OCC(=O)NC(C)(C)C | -6.4 | i | i | i | i | i | i | i | i | i | i |
| COC(=O)c1sc(NC(=O)C(C)c2ccccc2)nc1C (centres undefined) | -2.2 | i | i | i | i | i | i | i | i | i | i |
| CCCc1nc(SCC(=O)Nc2nnc(CC)s2)c2c(C)c(C)sc2n1 | -5.2 | i | i | i | i | i | i | i | i | i | i |
| c1nc2sc3c(c2c2nnnn12)CCC3 | -8.9 | i | i | i | i | i | i | i | i | i | i |
| COc1cc(OC)c(C#N)c(S(=O)Cc2ccccc2)c1 (centres undefined) | -11.4 | i | i | i | i | i | i | i | i | i | i |
| O=C(C1CCCN(Cc2cccnc2)C1)N1CCCCC1 (centres undefined) | -4.7 | i | i | i | i | i | i | i | i | i | i |
| C#CCOCCOCCOCCNc1nc(N2CCN(C(=O)C(Cc3cc4ccccc4[nH]3)n3cc(C(N)C(C)CC)nn3)CC2)nc(N2CCN(C(=O)C(Cc3cc4ccccc4[nH]3)n3cc(C(N)C(C)CC)nn3)CC2)n1 (centres undefined) | -7.3 | i | i | i | i | i | i | i | i | i | i |
| Cc1nnc(NC(=O)CCC(=O)NC2CCCCCCC2)s1 | -6.9 | i | i | i | i | i | i | i | i | i | i |
| COCCN(C(=O)CNC(=O)c1ccco1)C(C(=O)NC1CCCC1)c1ccccc1F (centres undefined) | -4.0 | i | i | i | i | i | i | i | i | i | i |
| C/C(=N\O)c1noc(C)c1C(=O)Nc1nccs1 | -9.1 | i | i | i | i | i | i | i | i | i | i |
| Fc1cc(F)c2nc(N3CCCCC3)sc2c1 | 5.1* | i | i | i | i | i | i | i | i | i | i |
| CC1CCCC(C)N1/N=C/C=C/c1ccccc1[N+](=O)[O-] (centres undefined) | -1.0 | i | i | i | i | i | i | i | i | i | i |
| O=C(Cc1ccccc1F)Nc1nc2ccccc2[nH]1 | -14.6 | i | i | i | i | i | i | i | i | i | i |
| Cc1ccc(C)c(S(=O)(=O)Nc2ccc(C(=O)NCC(c3ccco3)N3CCCCC3)cc2)c1 (centres undefined) | -17.2 | i | i | i | i | i | i | i | i | i | i |
| COc1ccc(CC(=O)Nc2cccc3ncccc23)cc1OC | -5.2 | i | i | i | i | i | i | i | i | i | i |
| CC(C)C1Cc2[nH]c(=O)c(C(=O)O)cc2CO1 (centres undefined) | -8.0 | i | i | i | i | i | i | i | i | i | i |
| COc1ccc(CCC(=O)Nc2ccc3c(c2)OCO3)cc1 | -4.6 | i | i | i | i | i | i | i | i | i | i |
| CC(NC(=O)COc1ccc(/C=N/NC(=O)CO)cc1)c1ccccc1 (centres undefined) | -4.9 | i | i | i | i | i | i | i | i | i | i |
| Cc1cc(O)ccc1NC1=CC(=O)CC(C)(C)C1 | -10.2 | i | i | i | i | i | i | i | i | i | i |
| O=S1(=O)N=C2CCCN2C(c2ccc(F)cc2)N1 (centres undefined) | -7.0 | i | i | i | i | i | i | i | i | i | i |
| CN(Cc1ccccc1)C(=S)NC(=O)c1cccs1 | -0.7 | i | i | i | i | 39* | i | i | i | i | i |
| COc1cc(C(=O)OCC(=O)Nc2sccc2C(N)=O)cc(OC)c1OC | -17.5 | i | i | i | i | i | i | i | i | i | i |
| COc1cccc(CNC(=O)CCn2ccc3cc(S(=O)(=O)N4CCC(C)CC4)ccc32)c1 | -9.3 | i | i | i | i | i | i | i | i | i | i |
| Cc1ccccc1CSc1nnc(NC(=O)C2COc3ccccc3O2)s1 (centres undefined) | -9.2 | i | i | i | i | i | i | i | i | i | i |
| CS(=O)(=O)N(CC(=O)NCc1ccccc1)c1ccc(Cl)cc1 | -7.4 | i | i | i | i | i | i | i | i | i | i |
| COC(=O)c1ccc(NC(=O)c2ccccc2NS(=O)(=O)c2ccccc2)cc1 | -14.3 | i | i | i | i | i | 100* | i | i | i | i |
